Screening data: PubChem, Fisher Drug Discovery Resource Center
NPYLR7 ag: mosquito NPYLR7 agonism | AID 1259423 | 270,000 compounds, 0.15% hits | activation, % at 10 µM | HEK293T NPYLR7/Galpha15, GCaMP6s calcium fluorescence; in the data active = activation above about 40%;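 also: 0% = vehicle and 100% = reference agonist at the receptor; some compounds past the cut are filed as inactive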
hcGAS inh: inhibitors of human cGAS. Q8N884. recombinant h-cGAS, ATP depletion, Kinase-Glo luminescence. inhibition, % at 12.5 µM. 290,000 compounds, 0.081% hits;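 also: 0% = vehicle reaction and 100% = reaction without DNA for no activity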
Target sequence (Q8N884 whole entry, looked up): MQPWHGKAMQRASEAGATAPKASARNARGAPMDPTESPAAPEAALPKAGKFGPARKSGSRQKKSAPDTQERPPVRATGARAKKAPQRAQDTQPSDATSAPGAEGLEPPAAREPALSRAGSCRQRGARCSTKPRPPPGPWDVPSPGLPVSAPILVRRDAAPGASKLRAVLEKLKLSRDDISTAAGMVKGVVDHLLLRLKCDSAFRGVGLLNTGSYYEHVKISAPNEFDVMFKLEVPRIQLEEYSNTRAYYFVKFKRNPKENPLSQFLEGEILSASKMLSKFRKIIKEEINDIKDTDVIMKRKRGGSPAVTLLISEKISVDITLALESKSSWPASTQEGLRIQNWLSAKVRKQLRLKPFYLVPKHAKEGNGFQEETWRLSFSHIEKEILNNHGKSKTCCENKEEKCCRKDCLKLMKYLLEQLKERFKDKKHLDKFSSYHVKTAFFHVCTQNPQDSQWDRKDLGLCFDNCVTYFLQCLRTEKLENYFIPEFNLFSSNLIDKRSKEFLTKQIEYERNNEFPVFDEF
mcGAS lum: mouse cGAS inhibition by luminescence; recombinant cGAS, Kinase-Glo ATP depletion luminescence; inhibition, % at 12.5 µM; 160,000 compounds, 0.15% hits;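 also: 0% = negative control wells and 100% = reference inhibitor with no enzyme activity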
* marks the source's active call; other numbers are inactive results; · = not tested or not shown; & = joins results of further samples. Rule as the data show it, unless noted: active = inhibition above about 40%; inactive = the rest.

SMILES | NPYLR7 ag | hcGAS inh | mcGAS lum
CCC(C)NC(=O)Cn1nc(C)n2c(cc3occc32)c1=O (stereo unspecified) | 5 | -9 | -4
CNc1nc2cnc(Nc3cccc(C(C)C)c3)cc2n1CC1CC1 | 12 | -4 | -9
O=C1NCC(COC(=O)c2ccc3c4c(cccc24)CC3)O1 (stereo unspecified) | 3&1 | -7&2 | 1
CC(=O)Nc1nc2ccc(NC(=O)c3c([N+](=O)[O-])cnn3C)cc2s1 | -3 | 4 | 0
CC1(Cc2ccc(F)c(Cl)c2)C(=O)Nc2ccc(-c3cccnc3)cc21 (stereo unspecified) | 2 | 3 | -2
CC(Cc1cn(Cc2ccccn2)nn1)c1ccccc1 (stereo unspecified) | 1 | -6 | ·
COc1ccc(N2CCN(S(=O)(=O)CCCNC(=O)c3ccc[nH]c3=O)CC2)cc1 | -1 | -5 | -7
O=C(C1=Cc2ccccc2OC=C1)N1CCOC(c2ccc(F)cc2)C1 (stereo unspecified) | · | 3 | -9
COc1ccc(NC(=O)CCC2CCCN(Cc3ccncc3)C2)cc1Cl (stereo unspecified) | 11 | -3 | -8
O=C(NCC[C@@H]1C[C@@H]2C=C[C@H]1C2)c1ccc(OC2CCN(Cc3ccccn3)CC2)cc1 | -2 | -11 | -4
O=C1Nc2cc(C(F)(F)F)ccc2SC1CC(=O)N1CCCCCC1 (stereo unspecified) | 9 | -7 | -4
CC(CSc1ncc(C(C)C)n1C(C)C)CS(C)(=O)=O (stereo unspecified) | 1 | -6 | ·
O=S(=O)(c1ccccc1O)C(F)(F)F | 6 | -9 | ·
CC1CC(C)CN(C(C)c2nc(N)nc(N(C)C)n2)C1 (stereo unspecified) | 2 | -13 | ·
Cc1nc2ccccc2c(=O)n1CC(O)c1ccc(Cl)cc1 (stereo unspecified) | 8 | -13 | -5
CC(C)C(CNC(=O)c1ccc(OCc2cccnc2)cc1)N1CCOCC1 (stereo unspecified) | 3 | -13 | ·
CC(C#N)CN(C)C(=O)NCc1ccc(-c2ccc3c(c2)CCO3)cc1 (stereo unspecified) | -2 | 5 | ·
O=c1[nH]cnc2c(F)cc(Br)cc12 | 0 | -5 | -13
Cc1cc(CN2C(=O)C(C)Sc3ccc(S(C)(=O)=O)cc32)no1 (stereo unspecified) | 6 | -1 | ·
C=C(Cl)CNC(=O)NC(C)c1ccc(-n2cccn2)cc1 (stereo unspecified) | 15 | -10 | ·
Cc1cc(=O)[nH]c(O)c1C#N | 3 | 3 | ·
O=C(Nc1cccc(-n2cnnn2)c1)c1ccc(S(=O)(=O)N2CCCC2)cc1 | -6 | -6 | ·
CCC1(C2CCN(C(=O)c3ccc(-c4ccccc4)[nH]3)CC2)NC(=O)NC1=O (stereo unspecified) | 2 | -7 | -12
O=C1OC23CCC(CC2)N(C(=O)Cc2ccc(F)cc2)C3CN1Cc1ccccc1 (stereo unspecified) | 13 | -4 | -6
COc1ccc(CNC(=O)C2CC3CCCC(C2)C3=O)cn1 (stereo unspecified) | -1 | 2 | ·
CCc1ccc(NS(=O)(=O)c2ccc(S(=O)(=O)N(C)C)cc2)cc1 | 5 | -7 | -5
Cc1cnc(NC(=O)c2cc(S(=O)(=O)N3CCOCC3)cn2C)s1 | 0 | 6 | ·
COc1cc(-c2cc(NC=O)c3ncc(-c4ccc(F)cc4)n3c2)cc(OC)c1OC | -6 | -7 | -7
CCOC(=O)c1c(N)sc(C)c1CC(C)CC (stereo unspecified) | 9 | -11 | ·
CCOC(=O)c1cnc(C)nc1NCc1cccc(F)c1F | 27 | -5 | -5
Cc1nn(C)c2sc(C(=O)N(C)CCC(O)c3ccccc3)cc12 (stereo unspecified) | -2 | 4 | -3
CCCCS(=O)(=O)N1CCCCC1C(=O)Nc1ccccc1O (stereo unspecified) | 8 | -11 | ·
CCCNC(=O)CN(C)CC(=O)N1c2ccccc2OCC1c1ccccc1 (stereo unspecified) | 2 | -4 | ·
Cc1cc(C(=O)NCc2ccc3c(c2)OCO3)nc2cc(-c3ccccc3)nn12 | 5 | -3 | -5
CCOc1ccc2nc(N3CCCC3C(=O)NCCCn3cccn3)nc(C)c2c1 (stereo unspecified) | 15 | -11 | -13
CNC(=O)CCN1CCOC(c2cccc(C(F)(F)F)c2)C1 (stereo unspecified) | -22 | 1 | ·
CC1(C)O[C@@H]2C[C@@](OCc3cccc(Cl)c3)(C(=O)NCc3ccco3)CC(OCc3cccc(C(F)(F)F)c3)[C@@H]2O1 (stereo partly specified) | 16 | -3 | -4
CCc1nn(C(=O)c2ccccc2)c2c1C(=O)CC(C)(C)C2 | 8 | -8 | ·
C[C@H](C(=O)NCCCn1ccnc1)N1Cc2ccc(-c3cccnc3)nc2C1=O | 12 | -7 | -9
Cc1ccccc1CSc1nnc(C(C)NC(=O)C(c2ccccc2)c2ccccc2)n1-c1cc(Cl)ccc1C (stereo unspecified) | 1 | -2 | -5
CN(C)c1nc(-c2ccccc2)nc2c1CN(C(=O)Nc1cccc(Br)c1)CC2 | · | -5 | -4
CCc1cn[nH]c1C1CCCN(C(=O)c2cnc3c(c2)nnn3C)C1 (stereo unspecified) | 0 | -6 | ·
O=C(CCNCc1ccc(Cl)cc1)Nc1cccc(F)c1 | 0 | -5 | -11
CCC1CN(C(=O)c2ccnc(OC)c2)CCC(=O)N1Cc1ccccc1 (stereo unspecified) | 0 | -8 | -14
COc1cc(=O)n(-c2ccc(F)cc2)nc1C(=O)N(C)c1ccccc1 | 12 | -10 | -7
Cc1nc2c(c(=O)[nH]1)CCN(C(=O)CCCN1CCCCC1=O)C2 | 7 | -3 | ·
CCCN1CC(NC(=O)CN2CCC(C)=N2)CC1=O (stereo unspecified) | 22 | -4 | ·
CC(C)c1ccc(Oc2cnn(C)c(=O)c2Nc2cccc(C(=O)NCc3ccccn3)c2)cc1 | -8 | -6 | -3
CC(C)c1ccc(NC(=O)c2ccc(S(N)(=O)=O)cc2)cc1 | -7 | 2 | ·
Cc1cc(C)n(-c2cc(N)nc(Cl)n2)n1 | -10 | -8 | ·
COc1cccc(COC(CN2CCN(C(=O)c3ccc(Br)cc3)CC2)c2ccc(Cl)cc2)c1 (stereo unspecified) | · | -3 | -6
COC(=O)c1ccc(-c2noc(CN3CCc4ccccc4C3)n2)cc1 | 14 | 3 | ·
CCC(=O)N(Cc1cccc(F)c1)CC1CC(c2ccc(N(C)C)cc2)=NO1 (stereo unspecified) | · | -5 | -10
O=C(CCc1ccc(F)c(F)c1)NCCc1cnccn1 | 4 | -5 | ·
Cc1nc2ccccc2n1CC(O)c1cccc(F)c1 (stereo unspecified) | 4 | -6 | -11
CCCSc1nc2c(c(=O)[nH]1)C(c1ccc(Cl)cc1)C(C(=O)OC(C)C)C(C)=N2 (stereo unspecified) | -3 | 0 | ·
CN1CCN(NC(=O)/C=C/C(=O)O)CC1 | -4 | -1 | ·
CN1CCN(C)C1=NC(c1ccccc1)(c1ccccc1)c1ccccc1 | -9 | -3 | ·
COC(=O)[C@@H]1CCCN1Cc1nc(-c2ccc3c(c2)OCO3)no1 | -8&2 | -6&-4 | ·
O=C(C1CC1)N1CCC(Oc2ccc(C(=O)N3CCCC3c3ccc(F)cc3)cc2)CC1 (stereo unspecified) | 6 | -8 | -7

Continued.
SMILES | NPYLR7 ag | hcGAS inh | mcGAS lum
Cc1ccc(-n2nc(-c3cccn3C)cc2C(=O)N2CCN(c3cccc(C(F)(F)F)c3)CC2)c(C)c1 | · | -9 | -5
Cc1cccc(OCC(=O)NNC(=O)C(c2ccc(Cl)cc2)C(C)C)c1 (stereo unspecified) | 2 | -2 | ·
Clc1ncnc2c1c(-c1ccccc1)cn2-c1ccccc1 | -6 | -5 | -5
COc1ccc(OC)c(C2CC(c3ccc(C)cc3C)=NN2C(=O)CN2CCOCC2)c1 (stereo unspecified) | 0 | -4 | -4
Cc1ncc(CNC(=O)C(=O)Nc2ccc(C(F)(F)F)cc2)s1 | 6 | -5 | ·
CCCc1cc(C(=O)OCC)nn1C1CCN(C(=O)c2ccco2)CC1 | 34 | -4 | -2
Cc1nn2c(N3CCCCC3)cc(C(C)C)nc2c1-c1ccccc1 | 0 | -7 | -10
Cn1nccc1C(=O)N(CCN1CCOCC1)c1nc2c(Cl)cccc2s1 | · | -9 | -9
NC1=NC2(CCSCC2)n2c(nc3cc4c(cc32)OCCCO4)N1 | 5 | -5 | ·
CCOCCCN(CC(=O)N(Cc1ccc2c(c1)OCO2)Cc1ccco1)C(=O)c1cccc(C(F)(F)F)c1 | -3 | -2 | -4
CC(C)N1CC(OCc2ccc(F)cc2)CN(C(=O)c2ccc(-n3cccn3)cc2)CC1=O (stereo unspecified) | 14 | -10 | -8
CN1CCN(C(=O)c2cc3cccnc3n(Cc3ccc(F)cc3)c2=O)CC1 | 17 | -12 | ·
CCc1noc(CC)c1CNC(=O)CCOCC1CCCO1 (stereo unspecified) | 0 | -13 | ·
Cc1cc(CNc2nccc(N3CCC(O)CC3)n2)c2[nH]c(C)c(C)c2c1 | -1 | -5 | ·
Cc1ccn2c(NCc3ccccc3)c(-c3ccccc3O)nc2c1 | 4 | 2 | -9
Cc1nc(CN(C)C(=O)COc2ccc(F)cc2)no1 | 3 | 7 | ·
O=C(CSc1ccccc1Cl)Nc1ccccc1I | -3 | -5 | ·
COc1nc2cn(C(C)C)c(O)c2cc1CN1CCCC1c1ccccn1 (stereo unspecified) | -1 | -2 | ·
COCCOC(=O)C1=C(C)Nc2ncnn2C1c1ccc(Cl)cc1 (stereo unspecified) | 6 | -6 | ·
CCC(C)N(CC(=O)N(CCc1ccccc1)Cc1ccc(C)o1)Cc1ccc(F)c(F)c1 (stereo unspecified) | · | -2 | -5
COC(=O)c1ccc(NC(=O)CCc2c(C)nn(-c3nc(C)c(C)c(=O)[nH]3)c2C)cc1 | 9 | -9 | ·
CC(C)c1ccc(Oc2ccc3nnnn3n2)cc1 | -2 | 0 | -4
O=C(Nc1c2c(nn1-c1ccc(Oc3ccccc3)cc1)CSC2)C1CC1 | -2 | 7 | ·
CCN(Cc1ccccc1)S(=O)(=O)c1c(N)n(C)c(=O)n(C)c1=O | -1 | -4 | -6
Cc1cc(F)c2c(c1)CCCN2S(=O)(=O)c1ccc(OCC(=O)O)cc1 | 1 | -5 | ·
COc1ccc(CCN(Cc2ccc(C)o2)C(=O)CN(CCN2CCOCC2)C(=O)c2ccc(F)cc2)cc1OC | -2 | -3 | -4

In the list so far, these contain sulfur:
SMILES | NPYLR7 ag | hcGAS inh | mcGAS lum
CC(=O)Nc1nc2ccc(NC(=O)c3c([N+](=O)[O-])cnn3C)cc2s1 | -3 | 4 | 0
COc1ccc(N2CCN(S(=O)(=O)CCCNC(=O)c3ccc[nH]c3=O)CC2)cc1 | -1 | -5 | -7
O=C1Nc2cc(C(F)(F)F)ccc2SC1CC(=O)N1CCCCCC1 (stereo unspecified) | 9 | -7 | -4
CC(CSc1ncc(C(C)C)n1C(C)C)CS(C)(=O)=O (stereo unspecified) | 1 | -6 | ·
O=S(=O)(c1ccccc1O)C(F)(F)F | 6 | -9 | ·
Cc1cc(CN2C(=O)C(C)Sc3ccc(S(C)(=O)=O)cc32)no1 (stereo unspecified) | 6 | -1 | ·
O=C(Nc1cccc(-n2cnnn2)c1)c1ccc(S(=O)(=O)N2CCCC2)cc1 | -6 | -6 | ·
CCc1ccc(NS(=O)(=O)c2ccc(S(=O)(=O)N(C)C)cc2)cc1 | 5 | -7 | -5
Cc1cnc(NC(=O)c2cc(S(=O)(=O)N3CCOCC3)cn2C)s1 | 0 | 6 | ·
CCOC(=O)c1c(N)sc(C)c1CC(C)CC (stereo unspecified) | 9 | -11 | ·
Cc1nn(C)c2sc(C(=O)N(C)CCC(O)c3ccccc3)cc12 (stereo unspecified) | -2 | 4 | -3
CCCCS(=O)(=O)N1CCCCC1C(=O)Nc1ccccc1O (stereo unspecified) | 8 | -11 | ·
Cc1ccccc1CSc1nnc(C(C)NC(=O)C(c2ccccc2)c2ccccc2)n1-c1cc(Cl)ccc1C (stereo unspecified) | 1 | -2 | -5
CC(C)c1ccc(NC(=O)c2ccc(S(N)(=O)=O)cc2)cc1 | -7 | 2 | ·
CCCSc1nc2c(c(=O)[nH]1)C(c1ccc(Cl)cc1)C(C(=O)OC(C)C)C(C)=N2 (stereo unspecified) | -3 | 0 | ·
Cc1ncc(CNC(=O)C(=O)Nc2ccc(C(F)(F)F)cc2)s1 | 6 | -5 | ·
Cn1nccc1C(=O)N(CCN1CCOCC1)c1nc2c(Cl)cccc2s1 | · | -9 | -9
NC1=NC2(CCSCC2)n2c(nc3cc4c(cc32)OCCCO4)N1 | 5 | -5 | ·
O=C(CSc1ccccc1Cl)Nc1ccccc1I | -3 | -5 | ·
O=C(Nc1c2c(nn1-c1ccc(Oc3ccccc3)cc1)CSC2)C1CC1 | -2 | 7 | ·
CCN(Cc1ccccc1)S(=O)(=O)c1c(N)n(C)c(=O)n(C)c1=O | -1 | -4 | -6
Cc1cc(F)c2c(c1)CCCN2S(=O)(=O)c1ccc(OCC(=O)O)cc1 | 1 | -5 | ·
